Compound activity: PubChem BioAssay, several laboratories
CatG inh: cathepsin G (human) inhibition; 62,000 compounds, 0.2% hits; P08311; inhibition, % at 5 µM (by protocol); purified enzyme, AMC-tetrapeptide fluorescence, pooled mixtures;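 active means inhibition above 20% in each of the two mixture wells holding the compound; inactive means inhibition of 20% or less in either well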;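 further: 0% = enzyme control without mixture and 100% = blank lacking enzyme; strong numbers were not always called active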
CatB inh: human cathepsin B inhibition; purified cathepsin B, fluorogenic substrate, fluorescence; P07858; inhibition, %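 (tested at 10 µM)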; 63,000 compounds, 0.1% hits; in the data active means inhibition above about 21%;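 further: 0% = enzyme with no compound and 100% = no enzyme blank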
CatB mixtures: human cathepsin B inhibition by mixtures; Purified cathepsin B, AMC dipeptide fluorescence, compound mixtures; inhibition, %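 (ten-compound pools at 5 µM per compound and 50 µM total)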; 62,000 compounds, 0.06% hits; AID 488; in the data active means inhibition above about 22%, passing the limit was not always enough;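 further: 0% = enzyme without compound and 100% = no enzyme blank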
Abs 340nm: compounds absorbing at 340 nm. compound absorbance at 340 nm, fold over control. fold change at 10 µM. 65,000 tested, under 10 active;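 active means at 10 µM dose, initial 340 nm absorbance at least 2 fold that of control wells; inactive means change under 2 fold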;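 further: initial absorbance extrapolated from kinetic A340 decline of NADH oxidation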
C1s inh: blocks human complement C1s protease activity | P09871 | purified C1s, fluorogenic AMC substrate, pooled mixtures | mean inhibition % of two 10-compound mixtures (stronger effect = higher value), % at 5 µM (by protocol) | 62,000 compounds, 0.16% hits;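 active means inhibition above 20% in each of the two 10-compound mixture wells holding the compound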;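 further: 0% = enzyme wells lacking compound mixture and 100% = no-enzyme blank wells; some compounds called inactive have numbers as strong as hits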
Target sequence (P09871 16-437 limits assumed): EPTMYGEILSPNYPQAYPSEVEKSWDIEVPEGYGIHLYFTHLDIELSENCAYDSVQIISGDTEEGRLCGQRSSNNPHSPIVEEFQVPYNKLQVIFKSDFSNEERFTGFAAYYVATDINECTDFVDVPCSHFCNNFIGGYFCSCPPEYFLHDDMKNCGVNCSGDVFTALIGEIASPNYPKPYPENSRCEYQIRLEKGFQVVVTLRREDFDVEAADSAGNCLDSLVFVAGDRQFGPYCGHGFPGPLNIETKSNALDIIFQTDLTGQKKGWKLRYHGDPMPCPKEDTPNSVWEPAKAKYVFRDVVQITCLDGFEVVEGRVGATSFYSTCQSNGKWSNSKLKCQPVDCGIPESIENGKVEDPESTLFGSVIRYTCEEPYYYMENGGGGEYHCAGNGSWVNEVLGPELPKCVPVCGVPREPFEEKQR
Target sequence (P09871 438-688 limits assumed): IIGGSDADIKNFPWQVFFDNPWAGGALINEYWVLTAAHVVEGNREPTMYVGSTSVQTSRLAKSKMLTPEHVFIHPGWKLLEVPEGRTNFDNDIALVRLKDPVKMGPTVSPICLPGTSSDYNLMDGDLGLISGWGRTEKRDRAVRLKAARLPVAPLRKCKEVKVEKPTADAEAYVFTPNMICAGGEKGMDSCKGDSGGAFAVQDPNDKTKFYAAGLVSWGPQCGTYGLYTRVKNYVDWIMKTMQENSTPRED
FXIa inh mix: factor XIa (human) inhibition, mixture screen; AID 680; purified FXIa, fluorogenic substrate, pooled mixtures; inhibition, % at 5 µM; P03951; 62,000 compounds, 0.19% hits;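 further: each value is inhibition by a whole ten-compound pool holding the compound; 0% = enzyme with no mixture and 100% = wells lacking enzyme; strong numbers were not always called active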
CatL inh: inhibitors of human cathepsin L. P07711. purified cathepsin L, fluorogenic substrate, fluorescence. inhibition, %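 (tested at 10 µM)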. 58,000 compounds, 0.17% hits. AID 460; in the data active means inhibition above about 45%;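 further: 0% = enzyme with no compound and 100% = no enzyme blank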
FXIIa inh mix: inhibitors of human coagulation factor XIIa, pooled mixtures; purified FXIIa, fluorogenic substrate; inhibition, % at 5 µM; 62,000 compounds, 0.2% hits; AID 684;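 further: 0% = enzyme without compound and 100% = no enzyme blank; some results filed as inactive read as strong as hits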
CatS inh: blocks human cathepsin S protease activity. recombinant cathepsin S, AMC dipeptide fluorescence, pooled mixtures. inhibition, %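 (tested at 5 µM per compound within 10-compound mixtures)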. 62,000 compounds, 0.06% hits. AID 501; in the data active means inhibition above about 32%, passing the limit was not always enough;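 further: 0% = enzyme without compound and 100% = blank without enzyme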
Target sequence (P25774 115-331 limits assumed): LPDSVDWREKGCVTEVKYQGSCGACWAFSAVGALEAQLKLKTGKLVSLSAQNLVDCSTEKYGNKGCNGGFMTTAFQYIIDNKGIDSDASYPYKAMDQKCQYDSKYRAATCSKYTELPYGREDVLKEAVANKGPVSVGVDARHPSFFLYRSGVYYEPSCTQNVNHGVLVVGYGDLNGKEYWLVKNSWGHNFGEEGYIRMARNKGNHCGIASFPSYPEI
An asterisk follows results filed as active; · = not tested or not shown. Unless noted, no stated cut-off is given here; in the data, active means inhibition above about 20% (passing the limit was not always enough); inactive means the rest. Some of the compounds tested; the hit share may differ from the screen's.

Results follow in this order: CatG inh, CatB inh, CatB mixtures, Abs 340nm, C1s inh, FXIa inh mix, CatL inh, FXIIa inh mix, CatS inh
> Cc1nn(C)c(C)c1S(=O)(=O)N(CC(=O)Nc1nccs1)c1ccc(C(C)C)cc1
→ -3, -1, 1, 1.1, -12, 4, 9, -3, 32
> COc1ccc(C2C(C(=O)NCCN3CCOCC3)c3ccccc3C(=O)N2C)cc1OC (stereo not given)
→ -1, 1, 8, 0.98, -31, 8, 18, 7, 12
> O=C(O)CC(C(=O)NC1CCCCC1)C1CCCO1 (stereo not given)
→ 0, 1, -1, 1, -7, 7, 14, -2, 2
> COc1cc(C(=O)Nc2cc(C)c(OCC(=O)N3CCOCC3)c(C)c2)cc(OC)c1OC
→ -2, -3, 1, 1, -3, 5, 19, -1, 2
> CCN(CC)CCOC(=O)c1cccc(OC)c1
→ 2, 1, 2, 0.99, -10, -1, 1, -20, 9
> NS(=O)(=O)c1ccc(NC(=O)CSC2=NC(=O)C(c3ccccc3)C(=O)N2)cc1 (stereo not given)
→ 6, 8, -6, 1, -16, -11, 7, 7, -10
> O/N=C1/CCCCc2sccc21
→ 1, 0, 1, 1, -3, 6, ·, 6, 14
> CN(C)S(=O)(=O)c1ccc(C(=O)OCC(=O)c2ccc(OC(F)F)cc2OC(F)F)cc1
→ 2, -3, 2, 1, 2, 2, 1, -6, 14
> Cc1ccc(SCCCn2cncn2)cc1
→ 8, 2, 1, 1.1, 11, 6, -9, -15, -1
> CC(=O)c1cccc(NC(=O)c2ccc(S(=O)(=O)N3CCCCC3)cc2)c1
→ -12, -2, -2, 1, -8, 0, -4, -29, -4
> CC(=O)N(C(C)=O)c1c(C#N)c(C)n(-c2ccccc2)c1C(=O)c1ccccc1
→ 8, -1, 14, 1, -7, 1, -5, 3, -4
> CCOc1ccc(S(=O)(=O)n2ccc(C)n2)c2ccccc12
→ 2, -1, -4, 1, -1, 0, 16, 5, 3
> CC(C)(C)c1ccc(S(=O)(=O)NCCOCC(F)(F)C(F)F)cc1
→ -5, -5, 4, 1.1, -18, 5, -3, 3, 7
> CN1CCN(c2nc3c(c(=O)[nH]c(=O)n3C)n2CCCSc2ncccn2)CC1
→ 9, 1, -1, 0.99, 1, -3, 3, -1, 0
> Cc1c(Br)cc(C(=O)O)c(C)c1C
→ 3, 3, 0, 1.1, 14, 6, 0, 2, -4
> CC(=O)c1ccc(N2CCCC2)c(F)c1
→ -1, 11, 5, 1.2, -4, 6, ·, 3, 4
> CCCn1c(NCc2cc(OC)ccc2OC)nc2ccccc21
→ 1, -4, 3, 1, 5, 9, -3, 3, -2
> CCC(NC(=O)NCc1ccc2c(c1)OCO2)(C(F)(F)F)C(F)(F)F
→ -2, -2, 1, 1, 2, -2, -11, 13, -3
> Cc1cc(C(F)(F)F)nn1CCCNC(=O)c1cnccn1
→ 17, -2, 4, 1.1, 21, 7, -7, 17, -3
> CC1(C)CC2CC(C)(CN2C(=O)COC(=O)Cn2[nH]c(=O)c3ccccc3c2=O)C1 (stereo not given)
→ 9, 5, 2, 1, 2, 0, -2, 1, -7

The closing 6 records of the part above come first, to join the parts:
Results follow in this order: CatG inh, CatB inh, CatB mixtures, Abs 340nm, C1s inh, FXIa inh mix, CatL inh, FXIIa inh mix, CatS inh
> Cc1c(Br)cc(C(=O)O)c(C)c1C
→ 3, 3, 0, 1.1, 14, 6, 0, 2, -4
> CC(=O)c1ccc(N2CCCC2)c(F)c1
→ -1, 11, 5, 1.2, -4, 6, ·, 3, 4
> CCCn1c(NCc2cc(OC)ccc2OC)nc2ccccc21
→ 1, -4, 3, 1, 5, 9, -3, 3, -2
> CCC(NC(=O)NCc1ccc2c(c1)OCO2)(C(F)(F)F)C(F)(F)F
→ -2, -2, 1, 1, 2, -2, -11, 13, -3
> Cc1cc(C(F)(F)F)nn1CCCNC(=O)c1cnccn1
→ 17, -2, 4, 1.1, 21, 7, -7, 17, -3
> CC1(C)CC2CC(C)(CN2C(=O)COC(=O)Cn2[nH]c(=O)c3ccccc3c2=O)C1 (stereo not given)
→ 9, 5, 2, 1, 2, 0, -2, 1, -7
> CCOc1ccc(NC(=O)CCC(=O)n2nc(C)cc2C)cc1
→ -5, 9, -3, 1.1, -30, -15, 9, -4, 1
> CN(Cc1nnc(SCC(=O)NCCc2ccccc2)n1C)S(=O)(=O)c1ccccc1
→ 2, -4, 9, 1.1, -1, 7, 9, -21, 3
> COC(=O)c1ccc2c(=O)n(CC3CCCO3)c(SCC(=O)Nc3ccccc3OC)nc2c1 (stereo not given)
→ 10, 5, 2, 1.1, 5, 8, 9, -7, -2
> N#Cc1cc2cc3c(cc2nc1N1CCCCC1)OCCO3
→ 0, -1, 3, 1.1, -22, -1, ·, 43, 5
> Clc1ccc(Cc2noc(CN3CCN(c4ccccc4)CC3)n2)c(Cl)c1
→ 4, 3, 10, 1, -24, 2, -17, 12, -8
> COc1ccccc1N1CCN(S(=O)(=O)c2ccc(F)cc2)CC1
→ 10, ·, -7, 1, 7, -2, 20, 10, 5
> O=C(c1ccc(Br)o1)N1CCN(c2ccccc2F)CC1
→ 8, 3, 2, 1, -16, 7, 13, 0, 3
> O=C(O)CCc1nc(-c2ccc(Cl)cc2)no1
→ 10, 3, 5, 0.98, 16, 6, -7, 8, 14
> CN1CCN(CC(=O)C23CC4CC(CC(C4)C2)C3)CC1
→ -27, 6, -16, 0.98, -207, -42, 5, 45, -39
> Cc1ccc(-c2nnc(COc3cccc(-n4cnnn4)c3)o2)cc1
→ -3, 1, 2, 1, -24, 2, 4, 5, 2
> O=C(CCCSc1nc2ccccc2s1)Nc1nccs1
→ 9, 1, 0, 1, 1, 6, 9, 7, -2
> O=C(CCOc1ccccc1)OCC(=O)c1cc2ccccc2o1
→ -1, 1, -2, 1.1, -28, 4, 6, 3, 2
> CCc1nnc(NC(=O)c2ccc(-c3cccc(C(F)(F)F)c3)o2)s1
→ 17, 2, 5, 1, 15, 6, 10, -13, 19
> CCOC(=O)c1sc(NC(=O)c2ccc(CC)s2)nc1C
→ -2, 0, 2, 1.1, 3, 2, -1, 6, 5
> Cc1ccc(C2C(C#N)=C(N)Oc3nc(-c4ccccc4)[nH]c32)o1 (stereo not given)
→ 12, 3, 3, 1, 12, 5, 2, -12, 6
> CS(=O)(=O)Nc1ccc(S(=O)(=O)N2CCOCC2)cc1
→ 3, -2, 6, 1, 4, 3, 19, 8, 4
> CCc1c(C)c2ccc(OCC(N)=O)cc2oc1=O
→ -2, -5, 2, 1.2, -28, 7, -19, 6, 12
> CCOC(=O)c1ccc(Cn2cnc3ccccc3c2=O)cc1
→ 0, 0, 3, 1, -48, -1, -7, -3, -3
> CCCCCOc1ccc(C(=O)NC(C(=O)O)C(C)C)cc1 (stereo not given)
→ 10, 4, 2, 1.1, 12, 10, ·, 0, 14
> Cc1cc(C)c(C#N)c(N2CCCC(C(N)=O)C2)n1 (stereo not given)
→ -11, 3, -4, 1, -40, -3, -21, -16, -6

Entries of single compounds, quoted from the list. Values in the order: CatG inh	CatB inh	CatB mixtures	Abs 340nm	C1s inh	FXIa inh mix	CatL inh	FXIIa inh mix	CatS inh
Entry for `COC(=O)c1ccc2c(=O)n(CC3CCCO3)c(SCC(=O)Nc3ccccc3OC)nc2c1` (stereo not given) → 10	5	2	1.1	5	8	9	-7	-2
Entry for `Cc1cc(C)c(C#N)c(N2CCCC(C(N)=O)C2)n1` (stereo not given) → -11	3	-4	1	-40	-3	-21	-16	-6

(next part)
Results follow in this order: CatG inh, CatB inh, CatB mixtures, Abs 340nm, C1s inh, FXIa inh mix, CatL inh, FXIIa inh mix, CatS inh
> O=C(Nc1ccccc1C(=O)NCc1ccc(Cl)cc1)c1ccco1
→ 4, 3, -6, 1, 3, -7, 5, 0, -3
> COc1cc(CN2CCN(S(=O)(=O)c3ccc(F)cc3)CC2)cc(OC)c1OC
→ 0, -2, 7, 1, -13, 1, ·, 4, 2
> CC(C)C(=O)Nc1cccc(C(=O)NCc2ccc3c(c2)OCO3)c1
→ 3, 5, -1, 1, -12, 5, 8, -3, -8
> O=c1cc(CN2CCN(Cc3ccccc3)CC2)c2cc(Cl)ccc2o1
→ -12, -4, -8, 1, -63, -7, -15, 2, -22
> Cc1nn(CC(C)C)c(=S)[nH]c1=O
→ 10, -2, 1, 1, 6, -23, -6, -1, 1
> Cc1ccc(-c2nnn(CC(=O)N(CC(=O)NC3CCCC3)c3cnc4ccccc4c3)n2)o1
→ 0, -7, 5, 0.99, 5, 8, -3, 0, -3
> CCOC(=O)C1CCN(C(=O)CSc2cc(=O)n(CC)c3ccccc23)CC1
→ 0, 3, 3, 1, 3, 6, -9, 2, 7
> CCOc1ccccc1C1CC(=O)NC2=C1C(=O)CC(C)(C)C2 (stereo not given)
→ 5, 0, 4, 1, -1, 4, 7, 6, -3
> N#Cc1c(SCC(=O)Nc2nccs2)nc2c(c1-c1ccco1)CCCC2
→ 9, 3, 1, 1.1, 12, 7, 11, 4, 3
> O=S(=O)(Cc1ccccc1)NCC1CCCO1 (stereo not given)
→ 9, -4, 0, 1.1, -2, -9, -8, -2, -4
> COc1ccccc1Nc1nc2ccccc2[nH]1
→ 2, 4, 3, 0.99, 3, -3, 7, 1, 10
> O=C(c1ccco1)N1CCN(C(c2ccccc2Cl)c2nnnn2CC2CCCO2)CC1 (stereo not given)
→ -3, -3, 4, 0.99, 2, 8, -12, -13, -6
> O=c1cc(CSc2nnnn2-c2ccccc2)[nH]c2[nH]n(-c3ccccc3)c(=O)c12
→ 13, 3, 4, 1.2, -5, 11, 15, 2, 16
> CCn1c(=S)sc2c(=O)n(-c3ccccc3)c(SCC(=O)NCc3ccco3)nc21
→ 10, 1, 7, 1.1, -9, 4, 1, 5, 17
> COc1ccc(N2CCN(CC(=O)Nc3cc4c(cc3C(C)=O)OCO4)CC2)cc1
→ -8, -2, 1, 1.1, -6, 5, 0, 3, -5
> O=C(COc1ccc(Cl)cc1)NCCCn1ccnc1
→ 7, 4, 2, 1, 0, -2, 10, -11, -4
> CCN(CC)CCCNC(=O)C1c2ccccc2C(=O)N(C)C1c1ccc(OC)cc1 (stereo not given)
→ 14, -7, 40, 1, 4, 29, -7, 5, -1
> O=C(CCN1CCN(c2ccccc2)CC1)Nc1ccccc1F
→ 0, 0, -5, 1, -45, -14, 5, -15, 5
> Cn1c(-c2ccccc2)cnc1SCc1nc2ccccc2c(=O)[nH]1
→ 2, 0, 7, 1, 6, 7, 11, 4, 12
> O=C(CSc1nc(O)cc(=O)n1-c1ccccc1)NCc1ccccc1
→ 11, 4, 5, 1.1, -3, -2, 5, 1, 16

(more compounds)
Molecule | CatG inh | CatB inh | CatB mixtures | Abs 340nm | C1s inh | FXIa inh mix | CatL inh | FXIIa inh mix | CatS inh
COCC(C)NC(=O)C1CC(c2cccc(Br)c2)=NO1 (stereo not given) | 1 | -4 | 5 | 1 | 0 | 4 | 1 | -12 | 16
Cc1cc(C)n(-c2nc(-n3nc(C)cc3C)c3c4c(sc3n2)COC(C)(C)C4)n1 | 6 | 4 | 1 | 1.1 | 1 | -1 | 5 | 3 | 16
CCC(C)COC(=O)C(C#N)c1nc2ccccc2nc1N1CCCCC1 (stereo not given) | -2 | -1 | 1 | 1 | 5 | 2 | 30 | 11 | 3
O=C(NCCCN1CCOCC1)c1cc2ccccc2oc1=O | 1 | -1 | -2 | 1.1 | -3 | 2 | 1 | 8 | 5
O=C(c1ccc(CS(=O)(=O)c2ccc(Br)cc2)o1)N1CCN(c2ccccn2)CC1 | 0 | -6 | 5 | 1 | 2 | 6 | · | 12 | 9
O=C(COC(=O)c1ccccn1)c1ccc(Br)cc1 | 24 | -1 | -1 | 1 | -18 | 27 | 13 | 6 | 0
O=C(c1ccccc1)c1cc2ccccc2o1 | -1 | -3 | 4 | 1.1 | 3 | 8 | -6 | 2 | -2
CCN1C(=O)C(CC(=O)NC2CCCCC2)N(CC)C1=O (stereo not given) | 9 | 2 | -6 | 1.1 | 3 | -4 | 5 | -23 | -1
